DDE Tn6 FP inh: disrupts Tn6 cyclic peptide binding to fibrin D-Dimer-E complex; Fibrin DD(E) TRITC-Tn6 fluorescence polarization displacement; inhibition, % at 8.3 µM; 370,000 tested, 0.21% active; AID 720509;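 active = inhibition above a per-campaign cutoff: mean of compounds within control limits plus 3 SD, cut at about 15% in these data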;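 also: 0% = median of all compound wells on the plate and 100% = blocking peptide control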
ARFGAP1 inhibitor: inhibitors of rat ARFGAP1 | Q62848 | Arfgap1-stimulated ARF1 GTP hydrolysis, GDP FP detection | inhibition, % at 16.5 µM | 360,000 tested, 0.26% active | AID 651572;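 active = inhibition above a per-plate limit, mean inhibition of low control wells plus 3 SD, cut at about 25% in these data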;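 also: 0% = DMSO wells with enzyme and 100% = wells lacking Arfgap1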
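Material: rat Arfgap1 GAP domain (His6, aa 1-136), purified enzyme. Also added: human ARF1(Δ1-17)-GTP substrate. Compound dosing: 16.5 µM single point, 1.26% DMSO. Timing: enzyme reaction 120 min at 25 °C after 20 min preincubation. Signal: GDP detection by fluorescence polarization. Read-out basis: percent inhibition of GAP-stimulated GDP formation, scaled between DMSO and no-Arfgap1 medians.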
PLC-gamma1 inh: blocks human PLC-gamma1 enzyme activity; 370,000 tested, 0.84% active; P19174; purified PLC-gamma1, fluorogenic substrate, fluorescence; inhibition, % at 12.2 µM; in the data active = inhibition above about 9.5%
ASAP1 inh: blocks human ASAP1-stimulated Arf1 GTP hydrolysis. Q9ULH1. inhibition, % at 16.5 µM. GDP FP detection. 360,000 tested, 0.19% active; in the data active = inhibition above about 25%;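 also: 0% = vehicle with enzyme and substrate and 100% = no enzyme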
DDE Tn7 FP inh: DD(E)-Tn7 binding inhibition, primary FP screen. inhibition, % at 8.3 µM. FP displacement of FITC-Tn7 peptide from fibrin DD(E); 0% = median of compound wells per plate. 370,000 tested, 0.13% active;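 active = inhibition above the mean of compounds falling within the control limits plus 3 SD of them, cut at about 14% in these data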;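 also: 0% = plate median of compound wells and 100% = 10 µM Aha-Tn7 peptide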
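Assay system: Human fibrin DD(E) protein | Medium: Tris buffer with calcium and detergent, pH 7.8 | Reagent: 0.1 µM fluorescent Tn7 | Compound dosing: Single point at 8.3 µM | Times: 10 min preincubation, 3 h with tracer, room temperature | Detection: Fluorescence polarization of the labelled Tn7 tracer | Controls: Aha-Tn7 high control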
UHRF1 MBD2 ctr: blocks human UHRF1 binding to methylated DNA; inhibition, % at 4.4 µM; AID 687016; UHRF1 binding to methylated oligo, TR-FRET; 370,000 tested, 0.75% active; in the data active = inhibition above about 21%;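 also: UHRF1 SRA domain binding a hemimethylated CpG hairpin DNA probe; 0% = median of test compound wells and 100% = reference inhibitor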
Rev-erbA mod: Rev-erb alpha (human) modulation. Rev-erbα–FITC-DNA binding, fluorescence polarization, 90 min. activity, % at 10 µM. 370,000 tested, 0.79% active;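 active = activity above about 14%, limit read from the data; passing the limit was not always enough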;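 also: 0% = DMSO wells with 35 nM protein and 100% = DMSO wells with 750 nM protein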
Target sequence (P20393 whole entry, looked up): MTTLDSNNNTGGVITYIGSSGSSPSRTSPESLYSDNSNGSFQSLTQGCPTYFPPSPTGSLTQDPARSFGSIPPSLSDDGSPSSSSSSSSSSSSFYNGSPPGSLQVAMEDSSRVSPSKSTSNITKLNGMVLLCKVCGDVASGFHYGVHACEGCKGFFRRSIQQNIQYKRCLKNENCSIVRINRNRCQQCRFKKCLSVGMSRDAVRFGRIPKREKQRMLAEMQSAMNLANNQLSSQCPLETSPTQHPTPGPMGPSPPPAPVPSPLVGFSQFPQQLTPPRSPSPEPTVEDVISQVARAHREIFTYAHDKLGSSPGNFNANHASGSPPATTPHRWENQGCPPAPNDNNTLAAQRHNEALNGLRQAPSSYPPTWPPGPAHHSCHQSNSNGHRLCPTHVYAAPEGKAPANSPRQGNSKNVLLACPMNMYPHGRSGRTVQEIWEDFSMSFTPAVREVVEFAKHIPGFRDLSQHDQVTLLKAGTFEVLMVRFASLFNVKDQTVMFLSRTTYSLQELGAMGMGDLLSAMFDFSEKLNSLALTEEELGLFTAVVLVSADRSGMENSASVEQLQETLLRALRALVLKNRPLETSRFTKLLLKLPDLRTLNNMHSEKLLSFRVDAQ
PLCb3 inh: blocks human PLC-beta3 enzyme activity. Purified PLC-beta3, fluorogenic substrate, fluorescence. 370,000 tested, 0.18% active. AID 720704. Q01970. inhibition, % at 12.2 µM; in the data active = inhibition above about 11%;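 also: 0% = median of compound wells on plate and 100% = full blocker control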
proKLK7 act: activators of human kallikrein-7 zymogen. P49862. purified proKLK7, EDANS-DABCYL substrate fluorescence; 100% is mature enzyme control, 0% vehicle. activation, % at 7 µM. 370,000 tested, 0.9% active. AID 652039;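 active = activation above the mean of all tested compounds plus 3 SD, computed per campaign excluding outliers beyond control limits, cut at about 13% in these data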
HGIII-sPLA2 inh: Inhibits HGIII-sPLA2 liposome hydrolysis, primary screen | inhibition, % at 12.2 µM | 370,000 tested, 0.56% active | QFRET BODIPY PC-A2 liposome hydrolysis, fluorescence;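 active = inhibition above mean plus 3 SD of compounds lying within the high and low control bounds, cut at about 19% in these data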;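 also: 0% = median of test compound wells and 100% = no enzyme DMSO wells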
Target sequence (Q9NZ20 whole entry, looked up): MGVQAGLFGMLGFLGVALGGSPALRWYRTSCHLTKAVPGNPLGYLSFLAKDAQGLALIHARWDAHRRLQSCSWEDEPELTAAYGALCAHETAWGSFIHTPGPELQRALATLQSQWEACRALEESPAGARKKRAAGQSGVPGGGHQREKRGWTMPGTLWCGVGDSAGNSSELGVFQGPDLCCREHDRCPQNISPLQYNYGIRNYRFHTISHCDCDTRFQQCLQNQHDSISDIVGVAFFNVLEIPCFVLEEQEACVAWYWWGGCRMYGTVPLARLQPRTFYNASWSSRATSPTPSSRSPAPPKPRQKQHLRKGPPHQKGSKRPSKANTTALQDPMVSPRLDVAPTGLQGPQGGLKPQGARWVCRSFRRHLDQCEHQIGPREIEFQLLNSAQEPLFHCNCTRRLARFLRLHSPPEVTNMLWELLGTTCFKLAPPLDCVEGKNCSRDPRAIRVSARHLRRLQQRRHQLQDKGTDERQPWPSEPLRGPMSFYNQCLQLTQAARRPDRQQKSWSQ
Numbers without * were called inactive; x = not tested or not shown.

SMILES | DDE Tn6 FP inh | ARFGAP1 inhibitor | PLC-gamma1 inh | ASAP1 inh | DDE Tn7 FP inh | UHRF1 MBD2 ctr | Rev-erbA mod | PLCb3 inh | proKLK7 act | HGIII-sPLA2 inh
COc1ccc(N2CCN(C(=O)Cn3cnc4c(cnn4-c4ccc(C)cc4)c3=O)CC2)cc1 | 5 | -5 | 2 | -4 | 4 | -2 | -7 | 2 | -0.2 | 0
O=C(c1cccc(S(=O)(=O)N2CCOCC2)c1)N(Cc1ccco1)Cc1cccs1 | 2 | -6 | -2 | 9 | 2 | 0 | -5 | -4 | 0.2 | -3
COc1cc(/C=N/NC(=O)NC2CCCCC2)cc(OC)c1O | -1 | 6 | 0 | 24 | 8 | 7 | -2 | -11 | -6.4 | -3
CCc1nc(C)cn1S(=O)(=O)c1cc([N+](=O)[O-])ccc1Cl | 3 | -4 | 1 | -3 | -2 | 0 | 0 | 2 | 0.3 | 0
COc1cc(CN2CCN(Cc3ccc(C)cc3)C(CCO)C2)ccc1O (centres undefined) | 5 | -5 | -3 | -11 | -4 | -1 | 4 | 3 | 0.3 | -5
S=C(NCC1COc2ccccc2O1)Nc1ccccc1 (centres undefined) | -4 | 9 | -2 | 2 | 3 | 1 | -1 | 3 | -1.0 | 1
OC(COCc1ccccc1)CN1CCN(c2ccccc2F)CC1 (centres undefined) | -3 | -3 | 3 | 3 | -8 | 7 | -1 | 6 | 0.4 | -2
COc1ccc(NC(=O)C2c3ccccc3OCC(=O)N2Cc2ccc3c(c2)OCO3)cc1 (centres undefined) | 3 | 16 | 0 | 7 | 0 | 6 | -3 | 3 | 0.0 | -2
COc1cc2c(cc1OC)C(c1ccsc1)CC(=O)N2 (centres undefined) | 8 | 6 | 0 | -5 | 3 | 4 | -1 | -1 | 0.4 | 1
COc1cc(NC(=O)c2ccccc2[N+](=O)[O-])ccc1NC(=O)c1cc2ccccc2o1 | -1 | -3 | 0 | 10 | -3 | 0 | -3 | -8 | -0.1 | 4
Cc1ccc(N2Cc3ccccc3C2=O)cc1 | -11 | 17 | -5 | 3 | -5 | -3 | 4 | -8 | -0.3 | 4
CC1(C(=O)N2CCN(c3ccc([N+](=O)[O-])cc3)CC2)CC1(Cl)Cl (centres undefined) | -5 | -2 | -2 | 7 | 5 | -1 | 0 | -6 | 0.3 | 6
CCc1ccc(N(C(=O)c2ccco2)C(C(=O)NC2CCCC2)c2ccncc2)cc1 (centres undefined) | -2 | -3 | 1 | -7 | -4 | 3 | -4 | -4 | 0.9 | 0
O=C(Nc1ccc(Cl)c(Cl)c1)Nn1cnnc1 | -10 | -7 | 1 | 0 | -2 | -3 | 0 | -7 | -0.4 | -4
COc1ccc(C(=O)NCc2nnc(SCC(=O)Nc3nnc(C)s3)o2)cc1OC | 7 | -6 | 4 | -11 | -1 | -1 | 4 | 0 | -0.2 | -2
CCc1cccc(NC(=O)COC(=O)CSc2ccc(C)cc2)c1 | 1 | -9 | 0 | 10 | -4 | 0 | -5 | 0 | 0.1 | -13
CCn1c(=O)c(C(=O)CN(C)CC(=O)Nc2ccccc2Br)c(N)n(Cc2ccccc2)c1=O | -5 | -6 | -2 | -9 | -1 | -2 | -4 | -1 | -0.2 | -21
Cc1c(O)c(S(=O)c2ccccc2)c(=O)n(-c2ccccc2)c1-c1ccccc1 (centres undefined) | -4 | -11 | 2 | -4 | 2 | 3 | 0 | -11 | 0.1 | 8
Cc1ccc2c(c1)C(c1ccncc1)=NNC(c1cccnc1)=N2 | 1 | -6 | -1 | 6 | -5 | 0 | -1 | -3 | -0.2 | 4
Cc1ccc2c(CSc3nnc(C4CC4)n3N)cc(=O)oc2c1C | 0 | 5 | -2 | -3 | -3 | -2 | -8 | 2 | 0.3 | -2
C/C(=N\NC(=O)C1(C)CC1(Br)Br)c1ccc(C)cc1C (centres undefined) | 8 | 2 | 1 | -5 | -3 | -4 | 6 | -5 | 0.3 | -8
Cn1c(SC2CCCCC2=O)nnc1-c1ccncc1 (centres undefined) | -2 | 2 | -6 | -12 | -4 | 1 | -3 | 2 | 0.0 | 3
O=C(Nc1cccc(S(=O)(=O)N2CCCC2)c1)c1ccc2c(c1)OCO2 | -3 | -5 | 2 | -4 | -2 | 1 | -3 | 0 | -0.3 | 0
COc1ccc(N2CCCCn3c2nc2c3c(=O)n(C)c(=O)n2C)cc1 | -4 | 9 | 2 | -7 | 4 | 2 | -8 | 3 | -0.3 | 4
CCn1c(O)c(C=Nc2ccccc2)sc1=O | 1 | 0 | -5 | 0 | -3 | 1 | x | -10 | 0.0 | -4
O=C(Nc1cc2c3c(c1)CC(=O)N3CCC2)c1ccccc1Br | 3 | -10 | -2 | -5 | 2 | -2 | 2 | 0 | 0.0 | -6
COc1ccc(Cl)cc1S(=O)(=O)NCCCn1ccnc1 | -7 | -9 | -1 | 2 | -5 | -1 | -6 | -5 | 0.6 | -6
C=CCC12C[C@@]3(O[C@H](c4ccc(C(F)(F)F)cc4)N=C3C[C@H](c3ccc(OC)cc3)[C@H]1C)N(Cc1ccc3c(c1)OCO3)C2=O | -8 | -6 | 1 | 3 | -1 | 3 | 11 | -7 | -0.4 | 9
Cc1ccc(NS(=O)(=O)c2cc([N+](=O)[O-])ccc2N/N=C/c2sc(N3CCOCC3)nc2-c2ccccc2)c(C)c1 | 2 | 2 | -2 | 7 | 3 | 0 | 3 | 0 | -0.1 | 0
CCCC[C@@H]1CNC(=O)C(=O)N1CCCC | -7 | 14 | 3 | 1 | -6 | 6 | 6 | 6 | 0.8 | 7
Cc1cc(CCNC=O)c(C)c2c1sc1ccccc12 | -5 | 11 | -2 | 0 | -1 | 0 | 9 | -1 | 0.1 | -8
CCS(=O)(=O)N1CCN(C(=O)c2cccs2)CC1 | -2 | -1 | 3 | -11 | 5 | 1 | 0 | 2 | -0.3 | 6
Cc1cc(C)cc(C(=O)NC(CC(N)=O)c2ccc(N3CCN(c4ccccc4)CC3)c([N+](=O)[O-])c2)c1 (centres undefined) | -6 | 1 | 1 | -6 | -2 | 0 | -3 | 3 | 0.7 | -5
Fc1ccc(-c2n[nH]c(=S)n2CC2CCCO2)cc1 (centres undefined) | 1 | -6 | -1 | -8 | 12 | -2 | -2 | 0 | -0.5 | 2
Cc1ccc(-c2csc3ncnc(N4CCN(C)CC4)c23)cc1C | 4 | -2 | 0 | -6 | 0 | 2 | 3 | 0 | 0.8 | 5
COc1ccc(S(=O)(=O)N(CC(=O)NCCSc2ccccn2)c2ccccc2)cc1 | 1 | 4 | 0 | 2 | -2 | 1 | 3 | -6 | 0.0 | -7
CCc1ccc(NC(=O)CCCN2C(=S)NC(C)(C)CC2C)cc1 (centres undefined) | -5 | 2 | 9 | -2 | -6 | 2 | -2 | 4 | 0.3 | 18
CCOC(=O)N1CCC(N2C(=O)c3ccccc3C2Nc2cc(OC)c(OC)c(OC)c2)CC1 (centres undefined) | 4 | 3 | -4 | -2 | 7 | 0 | -2 | -1 | 0.0 | 0
COc1ccccc1Nc1nc(N)nc(CSC(=S)N2CCCCC2C)n1 (centres undefined) | -3 | -5 | -1 | 7 | -5 | -2 | 2 | -1 | -0.1 | 1
CO/N=C(\C)c1ncc(C(F)(F)F)cc1N1CCOCC1 | 7 | 1 | -2 | 1 | 0 | 1 | -5 | 3 | 0.4 | 4
COc1ccc2c(c1OC)C(=O)N(c1ccc(C)cc1)C2 | 0 | 14 | -7 | 3 | 2 | 0 | 2 | -11 | 1.2 | -6
O=C(OC(C(=O)Nc1ccc(Cl)cc1C(F)(F)F)c1ccccc1)C1=COCCO1 (centres undefined) | 8 | -11 | 0 | 5 | 3 | -2 | -3 | 1 | 0.3 | -18
COc1ccc(NS(=O)(=O)c2cccc(C(=O)NCC3(N4CCCCC4)CCCCC3)c2)cc1 | 4 | 3 | 2 | 4 | -1 | 25* | -3 | -6 | -0.5 | -20
Cc1ccc2c(=O)cc(C(=O)Nc3ccc(S(=O)(=O)Nc4onc(C)c4C)cc3)oc2c1 | -8 | 1 | 0 | -8 | 8 | 0 | -7 | -3 | -0.2 | -15
N#C/C(=C/c1ccc(-c2ccc(S(N)(=O)=O)cc2)o1)C(=O)Nc1ccccc1 | -3 | 1 | -29 | 11 | -5 | 1 | -1 | -35 | 27* | -10
NC(=O)NOCc1c(Cl)cccc1Cl | 2 | 11 | -1 | 1 | 0 | -1 | 4 | 3 | -0.3 | -3
CCOC(=O)c1ccc(NNC(=O)CC)c([N+](=O)[O-])c1 | 0 | 2 | 2 | 5 | -4 | 2 | -2 | -1 | -0.3 | 9
O=c1[nH]cnc2cc(-c3ccc(Br)cc3)sc12 | 4 | 2 | 1 | 15 | -2 | -1 | 26* | -2 | 0.3 | -7
COc1ccc(N2CC(C(=O)Nc3nc4ccc(S(C)(=O)=O)cc4s3)CC2=O)cc1 (centres undefined) | -2 | -10 | -1 | 3 | 0 | 0 | 3 | -8 | 0.5 | 2
COc1cccc(C(=O)Nc2ccc(S(=O)(=O)Nc3onc(C)c3C)cc2)c1 | -4 | -2 | 4 | -2 | 2 | 8 | -4 | 0 | 0.1 | -11
O=C(Nc1nc(-c2ccccn2)cs1)c1ccc2c(c1)OCCO2 | -8 | 12 | -4 | 9 | 7 | 0 | -3 | -5 | -0.2 | 10
c1cnc(-c2nnc3n2CCCCC3)cn1 | 5 | 2 | 0 | 6 | -2 | 4 | -9 | -3 | 0.3 | 3
COc1ccc(C(C(=O)NCCC(C)C)N(CCO)C(=O)c2snc(C(N)=O)c2N)cc1 (centres undefined) | 6 | -10 | -39 | 7 | -2 | 0 | 0 | -64 | 2.4 | 3
COc1cccc(CNC(=O)[C@H]2CCCN2C(=O)[C@H]2CCCN2C(=O)c2cccc(OC)c2)c1 | -3 | -3 | -1 | -9 | 3 | 0 | 5 | -1 | 0.5 | 4
COc1ccc(NC(=O)Cc2c[nH]c3ccccc23)cc1S(=O)(=O)N1CCOCC1 | 5 | 2 | 0 | 4 | -7 | 5 | 2 | -4 | 0.6 | -44

Some of the entries so far, with values ahead of the structure.
| DDE Tn6 FP inh | ARFGAP1 inhibitor | PLC-gamma1 inh | ASAP1 inh | DDE Tn7 FP inh | UHRF1 MBD2 ctr | Rev-erbA mod | PLCb3 inh | proKLK7 act | HGIII-sPLA2 inh | molecule |
| --- | --- | --- | --- | --- | --- | --- | --- | --- | --- | --- |
| -4 | -2 | 4 | -2 | 2 | 8 | -4 | 0 | 0.1 | -11 | COc1cccc(C(=O)Nc2ccc(S(=O)(=O)Nc3onc(C)c3C)cc2)c1 |
| -8 | 12 | -4 | 9 | 7 | 0 | -3 | -5 | -0.2 | 10 | O=C(Nc1nc(-c2ccccn2)cs1)c1ccc2c(c1)OCCO2 |
| -3 | -3 | -1 | -9 | 3 | 0 | 5 | -1 | 0.5 | 4 | COc1cccc(CNC(=O)[C@H]2CCCN2C(=O)[C@H]2CCCN2C(=O)c2cccc(OC)c2)c1 |

Compound activity as filed in PubChem BioAssay.
